# HepG2 viability: qHTS for Inhibitors of TGF-b: Cytotox Counterscreen; HepG2 CAGA-GFP viability, ATP luminescence, 18 h; Potency, µM (highest dose often 46.1 µM), for inactives: at the top dose activity change, negative = cytotoxicity, most hits filed as cytotoxic; hit rate 0.76% among 410,000; AID 588856, 2011; note: potency is the fitted concentration of half-maximal effect; some results filed as inactive show a strong effect at the top dose
#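 CellTiter-Glo luminescence gave cytotoxicity after 18 hours at 37 degrees C. The cells were HepG2 CAGA-GFP in 1% FBS DMEM, stimulated with 500 pg/mL TGF-beta after compound addition. %Activity was normalised to no-cell wells (complete cell-killing) and DMSO (no toxicity), and curves were fitted and classified.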
# Nrf2 activator: qHTS of Nrf2 Activators; AREc32 ARE-luciferase reporter (MCF7-derived line), luminescence, 24 h; AID 624171, 2012; Potency, µM (highest dose often 46.1 µM), without a hit: at the top dose activation, hits mostly activators; hit rate 0.31% among 410,000; note: potency is the fitted concentration of half-maximal effect; % of control where 0% means no effect; nearly all actives have a fitted effect of over 65% in size
#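 ARE-driven firefly luciferase activity in AREc32 cells measured after a 24 hr compound exposure at 37 deg C, using Steady-Glo reagent and a 30 min room-temperature hold.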
# IL-1B inflam inh: qHTS for Inhibitors of Inflammasome Signaling: IL-1-beta AlphaLISA Primary Screen; THP-1 LPS/ATP IL-1B secretion, AlphaLISA, 16 h; active compounds read low; activity change, % at 57.5 µM; hit rate 4.7% among 360,000; AID 743279, 2014; in the data active = activity change below about -50%; inconclusive = mostly about -30% to -49%; note: % is set by controls: 0 for no effect and ±100 for the full control effect
#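 Secreted IL-1B measured by AlphaLISA bead assay after 16 h compound exposure of THP-1 cells; compounds (final up to 57.5 uM) added 1 h before LPS (250 ng/mL) and ATP (1.25 mM) stimulation; lower signal means less secretion.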
# TGFb inhibitor: qHTS for Inhibitors of TGF-b | HepG2 CAGA-GFP TGF-b/SMAD3 reporter, GFP fluorescence, 18 h; TGF-beta stimulated, 500 pg/mL final | hit rate 1.2% among 410,000 | Potency, µM (doses to about 46.1 µM), for inactives: at the top dose activity, negative = inhibition, hits mostly inhibitors; note: potency is the fitted concentration of half-maximal effect; % is set by controls: 0 for no effect and ±100 for the full control effect; nearly all actives have a fitted effect of over 65% in size
#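 Smad-responsive CAGA-GFP expression was quantified in HEPG2 cells exposed to compounds and 500 pg/mL final TGF-beta for 18 h at 37 degrees C; unstimulated wells defined full inhibition.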
# Nrf2 block: Nrf2 qHTS screen for inhibitors. A549 ARE-Fluc reporter, luciferase luminescence, 18-24 h. Potency, µM (highest dose often 46 µM), for the others: at the highest dose activity change, negative = inhibition, actives largely listed as inhibitors. hit rate 2.1% among 360,000; note: potency is the fitted concentration of half-maximal effect; % is set by controls: 0 for no effect and ±100 for the full control effect; nearly all actives have a fitted effect of over 60% in size
#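 In this cell-based qHTS, ARE-driven firefly luciferase in A549 cells reports Nrf2 activity; the luminescent signal after BugLite lysis is the measured value, with a prior CellTiter-Fluor read for cell health.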
# ATXN2 expr inh: Primary qHTS for Inhibitors of ATXN expression; hit rate 0.72% among 360,000; AID 1745845, 2022; HEK-293 ATXN2-luciferase reporter, luminescence, 24 h; Potency, µM (doses to about 57 µM), without a hit: top-dose activity change, negative = inhibition, actives largely listed as inhibitors; note: potency is the fitted concentration of half-maximal effect; % is set by controls: 0 for no effect and ±100 for the full control effect; nearly all actives have a fitted effect of over 55% in size
#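 qHTS (up to 57 uM final) was run with 24 h compound exposure of reporter cells at 37 °C. Each well was multiplexed: SteadyGlo luminescence measured ATXN2-luciferase expression after a fluorogenic Gly-Phe-AFC viability readout (25 uM final).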
# A549 tox: Nrf2 qHTS screen for inhibitors: counterscreen for cytotoxicity; A549 ARE-Fluc cells, CellTiter-Fluor viability, 18-24 h; Potency, µM (top dose mostly 46 µM), inactives show at the top dose activity change, negative = cytotoxicity, usual class: inhibitors; hit rate 0.16% among 390,000; AID 504648, 2011; note: potency is the fitted concentration of half-maximal effect; % is set by controls: 0 for no effect and ±100 for the full control effect
#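 A549 ARE-Fluc cells in 5% FBS OPTI-MEM, 5000 cells/well, rested 2 h then exposed to compounds in concentration-response for 18-24 h at 37 °C. Viability by CellTiter-Fluor fluorescence (Ex 405/Em 525) after 30 min; luciferase luminescence (BugLite, 15 min, RT) read afterwards.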
# S2 tox: Viability Counterscreen for Primary qHTS for Inhibitors of ATXN expression; Potency, µM (top dose mostly 56.7 µM), actives largely listed as cytotoxic; hit rate 0.49% among 400,000; S2 cells (HEK-293 line with an ATXN2-luciferase reporter) viability, CellTiter-Fluor protease fluorescence, 24 h; AID 651635, 2014; note: potency is the fitted concentration of half-maximal effect; nearly all actives have a fitted effect of over 40% in size
# MCF10A rerep: A quantitative high throughput screen for small molecules that induce DNA re-replication in MCF 10a normal breast cells. MCF 10A DNA re-replication, Hoechst nuclear intensity, 48 h. Potency, µM (top dose mostly 46.1 µM), for the others: at the top dose activity, positive = re-replication, usual class: activators. hit rate 2.9% among 350,000. AID 624296, 2012; note: potency is the fitted concentration of half-maximal effect; % of control where 0% means no effect; nearly all actives have a fitted effect of over 50% in size
# * hit, by the source's call; i = inactive; ? = inconclusive; . = no result given; & = joins results of further samples; ! = a repeat was not active; [ ] = another dose, or the depositor's remark. Unless noted, calls come from the whole dose curve; as a rule, active = well fitted curve in the direction sought with a large enough effect; inconclusive = small, poorly fitted or top-dose-only effect, or another doubt; inactive = no such curve, though single readings can be large; an effect the other way counts as inactive or inconclusive.
1) CCOC(=O)c1[nH]c2ccccc2c1NC(=O)CN1CCCCC1
2) Cc1cc(C)nc(SCC(=O)Nc2ccc3c(c2)OCO3)n1
3) CCN(CC)CCNC(=O)c1cn(CCOC)c(=O)c2c1c1ccccc1n2C
4) Cc1ccc(NC(=O)c2ccc(NS(=O)(=O)c3cccc4cccnc34)cc2)cc1
5) Brc1ccccc1C1N=C(c2ccccc2)NO1 (stereo unspecified)
6) COc1cccc(C=Nc2ccccc2C(=O)Nc2nccs2)c1OC
7) Cc1ccc(-n2nc3cc(C)c(NC(=S)NC(=O)/C=C/c4ccco4)cc3n2)cc1
8) CCCCOc1ccccc1NC(=O)CC1SC(=NCC)N(CC)C1=O (stereo unspecified)
9) O=C(Cn1nnc2c(cnn2-c2ccc(F)cc2)c1=O)OC1CCCCC1
10) COCCNC(=S)N1CCN(Cc2ccc3c(c2)OCO3)CC1
compound no.	1	2	3	4	5	6	7	8	9	10
HepG2 viability	-8%	4%	-15%&-27%	0%	-8%	-10%	-11%	-2%	-1%	1%
Nrf2 activator	1.1%	0.0%	-0.2%&6.0%	3.0%	6.3µM*	0.3%	3.0%	-0.1%	0.2%	-1.5%
IL-1B inflam inh	-15	-83*	-15	?	2	-20	15	0	7	1
TGFb inhibitor	6%	11%	21%&6%	0%	8%	16%	1%	-18%	-8%	-13%
Nrf2 block	.	0%	2%&10%	-18%	?	.	11%	-12%	-11%	3%
ATXN2 expr inh	-6%	1%	?	2%	21%	6%	39%[activator]	4%	10%	-8%
A549 tox	-10%	-4%	-1%&0%	-11%	-1%	-2%	-1%	-2%	-7%	1%
S2 tox	i	i	i	i	i	i	i	i	i	i
MCF10A rerep	1%	1%	1%	?	-1%	27%	5%	4%	15%	3%

# Whole records from above. Values in the order: HepG2 viability, Nrf2 activator, IL-1B inflam inh, TGFb inhibitor, Nrf2 block, ATXN2 expr inh, A549 tox, S2 tox, MCF10A rerep
# Cc1ccc(NC(=O)c2ccc(NS(=O)(=O)c3cccc4cccnc34)cc2)cc1 across the screens: 0%, 3.0%, ?, 0%, -18%, 2%, -11%, i, ?
# Cc1ccc(-n2nc3cc(C)c(NC(=S)NC(=O)/C=C/c4ccco4)cc3n2)cc1 across the screens: -11%, 3.0%, 15, 1%, 11%, 39%[activator], -1%, i, 5%
# CCOC(=O)c1[nH]c2ccccc2c1NC(=O)CN1CCCCC1 across the screens: -8%, 1.1%, -15, 6%, ., -6%, -10%, i, 1%
# CCN(CC)CCNC(=O)c1cn(CCOC)c(=O)c2c1c1ccccc1n2C across the screens: -15%&-27%, -0.2%&6.0%, -15, 21%&6%, 2%&10%, ?, -1%&0%, i, 1%

# Additional structures:
11) COc1cccc(/C=C2/C(=O)NN(c3ccc(F)cc3)C2=O)c1
12) O=S(=O)(NCC1CCCO1)c1cccc(C(F)(F)F)c1 (stereo unspecified)
13) O=C(c1sc2cccc(Cl)c2c1Cl)N1CCN(CCc2ccccn2)CC1
14) CC(=O)c1c(C)n(C)c2ccc(OC(=O)c3ccco3)cc12
15) Fc1cccc(Cc2c(C3CCCCC3)nc3ccc(Br)cn23)c1
16) CN1C(=O)C(C)(C)c2cc(S(=O)(=O)N3CCCC3C(=O)Nc3ccc(F)cc3)ccc21 (stereo unspecified)
17) CCOCCn1c(CN2CCN(c3ccccc3)CC2)nc2c1c(=O)n(C)c(=O)n2C
18) N#CCCC12CCCCC1=Nc1ccccc12 (stereo unspecified)
19) Cc1cc(C)cc(NC(=O)NN2C(C)CCCC2C)c1 (stereo unspecified)
20) COCCNC(=O)COC(=O)/C=C/c1cnc2ccccc2n1
compound no.	11	12	13	14	15	16	17	18	19	20
HepG2 viability	12%	10%	-37%	-16%	-19%	-24%	11%	2%	-6%	-19%
Nrf2 activator	0.3%	-0.7%	4.2%	-0.7%	9.5%	-0.1%	-0.2%	0.1%	-1.0%	0.1%
IL-1B inflam inh	-22	-2	-9	0	1	.	16	4	4	-4
TGFb inhibitor	16%	0%	?	-4%	?	1%	?	-3%	-22%	27%
Nrf2 block	0%	4%	-11%	-17%	.	?	-29%	-22%	-1%	2%
ATXN2 expr inh	-9%	7%	.	-1%	-33%	.	-9%	9%	-2%	16%
A549 tox	2%	-3%	1%	-7%	.	-1%	-1%	-1%	4%	1%
S2 tox	i	i	i	i	?	.	i	i	i	i
MCF10A rerep	?	14%	-2%	-3%	.	.	-15%	1%	?	-1%

21) CCN(CC)c1nc2ccccc2nc1C(C#N)C(=O)NCCc1ccccc1 (stereo unspecified)
22) COc1cccc(NC(=O)Nc2cc(C)ccc2F)c1
23) CCCOC(=O)c1ccc(NC(=O)CC(C)(C)C)cc1
24) COC(=O)C1=C[C@@H](C(=O)OC)[C@@H]2C3=C(C(=O)[C@@]2(C)NC(=O)c2ccccc2)[C@H](C)C(C(=O)OC)=C(C(=O)OC)[C@@H]3C1
25) Cc1cccc(NC(=O)CN2C(=O)N/C(=C/c3cc(C)n(C)c3C)C2=O)c1
26) CCOc1ccc(NC(=O)C(CC)NC(=O)c2ccccc2CO)cc1 (stereo unspecified)
27) CCOC(=O)c1ccc(NS(=O)(=O)c2ccc3[nH]c4c(c3c2)CCCCC4)cc1
28) O=C(COc1ccc(Br)cc1)N1CCN(S(=O)(=O)/C=C/c2ccccc2)CC1
29) COc1cc(CNC(C)c2ccccc2)cc(Br)c1OCc1ccccc1 (stereo unspecified)
30) Cn1ncc(Br)c1C(=O)Nc1ccc(Cl)cn1
compound no.	21	22	23	24	25	26	27	28	29	30
HepG2 viability	-12%	-21%	-7%	1%	-22%	-13%	25µM*	-21%	-97%	-7%
Nrf2 activator	-0.1%	2.5%	4.5%	-0.1%	-0.5%	-0.4%	-0.6%	2.2%	2.3%	0.9%
IL-1B inflam inh	?	14	-15	4	2	10	.	?	-88*	33
TGFb inhibitor	-3%	-10%	-6%	1%	4%	0%	?	?	?	7%
Nrf2 block	?	10%	17%	15%	-15%	-21%	?	?	3%	15%
ATXN2 expr inh	-19%	26%	.	11%	-21%	1%	?	-14%	?	4%
A549 tox	-8%	-7%	14%	-3%	3%	0%	-20%	-12%	3%	-3%
S2 tox	.	?	?	i	i	i	?	i	?	i
MCF10A rerep	18µM*	5%	-2%	1%	3%	0%	.	6%	?	1%

31) CCOc1cc(N2CCOCC2)c(OCC)cc1NC(=O)CSc1cccc[n+]1[O-]
32) O=C(Cn1cnc2ccccc2c1=O)c1ccc(Br)cc1
33) O=C(COC(=O)C1CCCC1)Nc1cccc(Cl)c1Cl
34) CCn1c(SCC(=O)Nc2nc3ccc(C)cc3s2)nc2c(c1=O)SC(C)C2 (stereo unspecified)
35) Cc1cccc(NC(=S)NCC(c2cccnc2)N(C)C)c1C (stereo unspecified)
36) Cc1nc2cc3ccccc3cc2n1C
37) COc1ccc(-c2ccc(OC)c([C@H]3[C@H]4C=CC[C@@H](C)[C@@H]4C(=O)N3Cc3ccccc3)c2)cc1OC
38) CCOC(=O)c1c(C)c(C(=O)NCCc2ccccc2)c(C)n1C
39) Cc1cc(C(=O)CSc2nnc(Nc3ccccc3F)s2)c(C)n1CC1CCCO1 (stereo unspecified)
40) CCc1nc(SCc2cc(=O)c3cc(C)ccc3[nH]2)n[nH]1
compound no.	31	32	33	34	35	36	37	38	39	40
HepG2 viability	-24%	-6%	-3%	8%	6%	-1%	-1%	-6%	-17%	-22%
Nrf2 activator	-0.3%	0.3%	0.3%	3.1%	0.3%	0.3%	-0.4%	5.0%	2.6%	-0.5%
IL-1B inflam inh	-3	-27	-11	-83*	20	14	-17	20	18	.
TGFb inhibitor	?	5%	-5%	?	-4%	-17%	-5%	17%	-26%	0%
Nrf2 block	-7%	-8%	0%	18µM*	5%	4%	?	?	-26%	.
ATXN2 expr inh	-7%	-7%	5%	?	2%	7%	3%	.	5%	14%
A549 tox	-3%	0%	0%	?	10%	-1%	-9%	18%	-3%	12%
S2 tox	i	i	i	?	i	i	i	i	i	i
MCF10A rerep	-8%	-15%	8%	?	-2%	-3%	7%	13%	?	.

41) CCOc1ccc(NC(=O)C2CC(=O)N(CCc3ccccc3)C2)cc1OC (stereo unspecified)
42) CCN(CC)c1ccc(C=Nc2ccccc2C)c(O)c1
43) COc1ccc(-c2cc(-c3cc(C)ccc3O)[nH]n2)cc1
44) O=C(Cn1nc(CNc2ccc(Br)cc2)[n+]2c1CCCCC2)c1ccc([N+](=O)[O-])cc1
45) C[C@@H]1CN([C@H](C)CO)C(=O)CCCn2cc(nn2)CO[C@H]1CN(C)S(=O)(=O)c1ccc(-n2cccn2)cc1
46) O=C(CN1C(=O)CCC1=O)Nc1nc(-c2ccc(Cl)s2)cs1
47) COc1ccc(C(=O)NCC(=O)OCC(=O)NCc2cccs2)cc1
48) Cn1cccc1C1C=C(c2ccc(C(C)(C)C)cc2)Nc2ncnn21 (stereo unspecified)
compound no.	41	42	43	44	45	46	47	48
HepG2 viability	1%	10%	-44%	1%	-12%	-36%	-1%	-41%
Nrf2 activator	-0.4%	4.7%	15%	0.1%	1.5%	24%	-1.1%	6.6%
IL-1B inflam inh	-1	3	?	-61*	-9	9	14	-16
TGFb inhibitor	6%	-1%	?	-22%	3%	1%	13%	-7%
Nrf2 block	10%	12%	?	-17%	.	4%	-8%	?
ATXN2 expr inh	3%	6%	61%[activator]	-34%	-5%	7%	6%	-38%
A549 tox	-4%	1%	0%	-7%	.	-1%	-1%	9%
S2 tox	i	i	?	i	i	i	i	.
MCF10A rerep	-2%	2%	18µM*	7%	.	21µM*!	-1%	?

# Source: PubChem BioAssay (National Center for Advancing Translational Sciences (NCATS))

# Compounds were not picked by outcome; overall some 8.8% were active at least once.
